Source: PubChem (National Center for Advancing Translational Sciences (NCATS))
Vif-A3G inh: blocks the Vif interaction with human APOBEC3G. 410,000 tested, 0.076% active. Potency, µM (doses to about 46.1 µM), without a hit: at the highest dose activity, negative = active, hits mostly inhibitors. HeLa A3G-eYFP + Vif (tagged APOBEC3G with the HIV-1 protein that degrades it), YFP fluorescence, overnight. AID 602310. Q9HC16;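 further: on the % scale 0 is the no-effect control and ±100 the full control effect; nearly all actives have a fitted effect of over 60% in size; hits raise eYFP signal because A3G escapes Vif-driven loss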
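HeLa cells stably expressing Vif and C-terminally eYFP-tagged A3G, seeded overnight at 37 deg C, then exposed to compound by pintool overnight at 37 deg C. Rise in yellow fluorescence (Ex 488/Em 500-530, Acumen) marks blocked Vif-driven A3G degradation.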
ALOX12 inh: blocks human arachidonate 12S-lipoxygenase | 580,000 tested, 1.1% active | P18054 | Potency, µM (doses to about 108 µM), for the others: at the highest dose activity change, negative = inhibition, usual class: inhibitors | AID 1671190 | purified 12hLO, xylenol orange hydroperoxide absorbance; further: on the % scale 0 is the no-effect control and ±100 the full control effect
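Purified human 12hLO at 150 nM in 25 mM Hepes, 0.01% Triton X-100, pH 7.0, preincubated 15 min at room temperature with compound. Reaction started with 40 uM arachidonic acid, 30 min at room temperature. Hydroperoxide measured by Fe-xylenol orange, 573/405 nm absorbance ratio.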
RXFP1 ag: agonists of human relaxin receptor RXFP1; HEK293T-RXFP1 cAMP TR-FRET, 30 min; response scale: percent of porcine relaxin response, buffer zero; Potency, µM (doses to about 57.5 µM), for the others: at the highest dose activation, most hits filed as activators; 370,000 tested, 0.3% active; AID 2676; further: on the % scale 0 is the no-effect control and ±100 the full control effect; nearly all actives have a fitted effect of over 60% in size; many of its hits are not listed in these tables
Target sequence (Q9HBX9 whole entry, looked up): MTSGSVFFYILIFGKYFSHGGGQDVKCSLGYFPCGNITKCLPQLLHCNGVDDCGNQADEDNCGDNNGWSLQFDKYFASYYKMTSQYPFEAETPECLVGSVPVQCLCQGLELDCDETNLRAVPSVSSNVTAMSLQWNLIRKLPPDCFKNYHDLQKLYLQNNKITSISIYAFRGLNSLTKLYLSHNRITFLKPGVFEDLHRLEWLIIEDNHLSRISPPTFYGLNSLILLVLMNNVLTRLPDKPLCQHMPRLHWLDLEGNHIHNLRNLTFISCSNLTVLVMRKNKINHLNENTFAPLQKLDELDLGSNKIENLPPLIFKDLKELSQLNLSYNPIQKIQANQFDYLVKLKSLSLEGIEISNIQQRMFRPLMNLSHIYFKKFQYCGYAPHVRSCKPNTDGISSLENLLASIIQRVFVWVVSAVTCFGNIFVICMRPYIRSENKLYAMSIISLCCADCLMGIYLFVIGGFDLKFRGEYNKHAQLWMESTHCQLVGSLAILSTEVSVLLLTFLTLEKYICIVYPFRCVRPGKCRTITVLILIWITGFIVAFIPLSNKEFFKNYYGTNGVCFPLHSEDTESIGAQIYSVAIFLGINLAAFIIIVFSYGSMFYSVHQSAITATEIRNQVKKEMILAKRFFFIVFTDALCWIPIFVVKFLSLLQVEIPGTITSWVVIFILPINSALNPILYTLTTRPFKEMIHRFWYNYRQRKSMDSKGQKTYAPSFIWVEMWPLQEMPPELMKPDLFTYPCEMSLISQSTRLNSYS
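HEK293T cells stably expressing RXFP1 were pretreated with the PDE4 inhibitor Ro 20174, exposed to compounds for 30 min at 37C, lysed, and cAMP was read by TR-FRET. Data normalized to buffer (basal) and 29 nM porcine relaxin (100%).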
USP1-UAF1 inh: USP1/UAF1 (human) deubiquitinase inhibition; recombinant USP1/UAF1, Ub-Rhodamine cleavage fluorescence; Potency, µM (highest dose often 57.1 µM), for inactives: at the top dose activity change, negative = inhibition, hits mostly inhibitors; 390,000 tested, 0.23% active; further: on the % scale 0 is the no-effect control and ±100 the full control effect; nearly all actives have a fitted effect of over 60% in size; inactives centre near -12
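USP1/UAF1 complex at 1 nM was preincubated with compound for 15 min at room temperature, then Ub-Rho substrate (150nM final) was added. Fluorescence (480/540 nm) was read kinetically, 6 reads every 60 seconds.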
IDH1 R132H inh: blocks human mutant IDH1 R132H enzyme; AID 602179; Potency, µM (highest dose often 76.6 µM), without a hit: at the top dose activity change, negative = inhibition, most hits filed as inhibitors; IDH1-R132H enzyme, NADPH consumption, diaphorase/resazurin fluorescence; O75874; 390,000 tested, 0.093% active; further: on the % scale 0 is the no-effect control and ±100 the full control effect; nearly all actives have a fitted effect of over 65% in size
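IDH1-R132H (0.5 ug/mL) preincubated 30 min with compound, then NADPH (0.016 mM) and alpha-KG (2 mM) added; 80 min at RT, pH 7.5. Remaining NADPH coupled via diaphorase/resazurin to fluorescence (540/590 nm); concentration-response curves normalized to no-enzyme control.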
TrxR1 inh: inhibitors of rat thioredoxin reductase 1. Potency, µM (doses to about 114 µM), for inactives: at the highest dose activity change, negative = inhibition, hits mostly inhibitors. 390,000 tested, 1% active. recombinant rTrxR1, NADPH fluorescence consumption, selenite substrate. AID 588453. O89049; further: on the % scale 0 is the no-effect control and ±100 the full control effect; nearly all actives have a fitted effect of over 65% in size
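Rat TrxR1 (90 nM in the dispensed reagent) was pre-reduced with 400 uM NADPH for 5 min at room temperature, then incubated with compound for 15 min. After 400 uM selenite was added, NADPH fluorescence (Ex 340/Em 450 nm) was followed for 8 min.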
TrxR1 substrate: rat thioredoxin reductase 1 substrate activity | 390,000 tested, 0.01% active | purified TrxR1 substrate turnover, NADPH consumption readout | Potency, µM (doses to about 114 µM), for the others: at the top dose activity change, negative = substrate turnover | O89049; further: on the % scale 0 is the no-effect control and ±100 the full control effect; nearly all actives have a fitted effect of over 50% in size
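Rat TrxR1, dispensed at 90 nM, was prereduced with 400 uM NADPH (final) for 5 min at ~22 deg C, then incubated with compound 15 min before 400 uM selenite. A first-read NADPH fluorescence drop versus no-compound background flagged substrates.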
RGS4 inhibitor: human RGS4 inhibition; Potency, µM (titrated, usually from 114 µM), for inactives: top-dose activity change, negative = inhibition, most hits filed as inhibitors; Transcreener GDP fluorescence polarization, RGS4-accelerated GTP hydrolysis; 390,000 tested, 0.039% active; AID 504845; further: on the % scale 0 is the no-effect control and ±100 the full control effect; nearly all actives have a fitted effect of over 75% in size; some results filed as inactive show a strong effect at the top dose
Target sequence (P49798 whole entry, looked up): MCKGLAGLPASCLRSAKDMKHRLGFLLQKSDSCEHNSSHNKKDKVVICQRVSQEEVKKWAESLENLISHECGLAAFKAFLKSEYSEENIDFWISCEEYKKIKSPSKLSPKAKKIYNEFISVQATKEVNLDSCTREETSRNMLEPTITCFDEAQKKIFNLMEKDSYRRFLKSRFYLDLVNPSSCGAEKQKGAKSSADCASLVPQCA
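MLSMR compounds (23 nl, pin-transferred) preincubated 10 min at room temperature with a 500nM (2x) first reagent, then RGS4 at 900nM (2x) plus Transcreener GDP mix added; fluorescence polarization (620/688 nm) read before and after 90 min at 30 °C.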
Vif-APOBEC3F blk: inhibitors of Vif-A3F interaction. Potency, µM (top dose mostly 46.1 µM), for inactives: at the top dose activity, negative = active. HeLa A3F-eYFP + Vif (tagged APOBEC3F with the HIV-1 protein that degrades it), YFP fluorescence increase. AID 602313. 390,000 tested, 0.2% active; further: % of control where 0% means no effect; nearly all actives have a fitted effect of over 65% in size
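HeLa cells stably expressing A3F-eYFP plus Vif, plated and incubated overnight at 37 deg C, then exposed to compounds overnight at 37 deg C. Blocked degradation read as raised yellow fluorescence (Ex 488/Em 500-530).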
* marks the source's active call; other numbers are inactive results; ? = inconclusive; . = not tested or not shown; [ ] = dose if it differs, or a comment. The call rests on the fitted dose curve; in most records, active means well fitted curve in the direction sought with a large enough effect; inconclusive means small, poorly fitted or top-dose-only effect, or another doubt; inactive means no such curve, though single readings can be large; an effect the other way counts as inactive or inconclusive. Potency means the concentration at half of the fitted maximal effect. An excerpt; rates above refer to the full screens.

SMILES | Vif-A3G inh | ALOX12 inh | RXFP1 ag | USP1-UAF1 inh | IDH1 R132H inh | TrxR1 inh | TrxR1 substrate | RGS4 inhibitor | Vif-APOBEC3F blk
O=C(Oc1cccnc1)c1cc(S(=O)(=O)N2CCCCC2)ccc1Cl | -0.9% | 0.0% | -1.9% | -1.1% | -5.1% | ? | -7.4% | -15.4% | 2.8%
CS(=O)(=O)c1ccc(-c2sc3ccccc3c2C#CCCO)cc1 | -28.9% | -15.3% | . | ? | 12.3% | 8.7% | 21.3% | -1.2% | -9.3%
CC(C)c1cccc(OCCCCN(C)C)c1 | -0.6% | -30.0% | -1.0% | -19.7% | -0.6% | 7.4% | -1.0% | -8.4% | -24.5%
O=C(O)C1C2C=CC3(CN(Cc4ccncc4)C(=O)C13)O2 (stereo not given) | 1.5% | -14.3% | -0.7% | 5.2% | 14.0% | -23.1% | -4.5% | 23.4% | .
Cc1ccc2cc(C3CC(c4ccco4)=NN3S(C)(=O)=O)c(Cl)nc2c1 (stereo not given) | -6.9% | ? | -1.3% | -13.5% | -3.5% | 79.4µM* | -3.5% | -22.9% | ?
COc1ccc(Nc2cc(C)nc(NCc3ccccc3)n2)cc1 | 0.3% | ? | 0.6% | -20.2% | -2.6% | 19.6%[57.1 µM] | 8.1%[57.1 µM] | 4.3% | -14.1%
CCOC(=O)c1ccc[n+](C(C)C(=O)c2ccc(-c3ccccc3)cc2)c1 (stereo not given) | -9.5% | -2.1% | 0.9% | -4.1% | 3.7% | -9.7% | -12.3% | 36.9% | -21.8%
CNC(=O)COC(=O)c1cc(=O)[nH]c2ccccc12 | 6.1% | -2.9% | 0.5% | 0.4% | -0.5% | -2.7% | 10.5% | -0.7% | 2.7%
CCOC(=O)C1=C(c2ccccc2)NC(=S)NC1C (stereo not given) | -0.6% | ? | 0.9% | -15.3% | 17.2% | 5.5% | 8.4%[57.1 µM] | -31.6% | -4.6%
CC(=O)Nc1ccc(S(=O)(=O)NC(CC(=O)O)c2ccc(C)cc2)cc1 (stereo not given) | -2.8% | -20.5% | 0.9% | -19.2% | -9.1% | 27.1% | 8.3% | 5.8% | 3.5%
Cc1cccc(Oc2ccc(NC(=O)c3ccccc3C(=O)O)cc2)c1 | -0.8% | -14.2% | 0.8% | -9.1% | -5.0% | -1.1% | 2.6% | 0.2%[11.4 µM] | 2.5%
CCCOc1ccc(CNC(=O)C2CCCN(c3nc4c(C)cc(C)cc4s3)C2)cc1 (stereo not given) | 1.5% | 9.4% | -1.7% | 1.5% | 3.8% | 6.5% | 0.4% | 18.8% | 11.4%
NS(=O)(=O)c1ccc(CCNC(=O)C2COc3ccccc3O2)cc1 (stereo not given) | 0.1% | -1.8% | 0.2% | -12.1% | 0.0% | 14.9% | 3.1% | -9.7% | 2.3%
O=C(c1ccc(Cl)s1)N(Cc1nnc(-c2ccccc2Cl)o1)C1CC1 | -0.4% | -10.6% | 1.1% | -23.1% | 9.0% | 2.5% | -2.1% | 18.4% | -10.8%
Cc1ccc(C)c(OCCC(=O)NNC(=O)c2ccncc2)c1 | -3.5% | 1.2% | -0.8% | -19.1% | 0.4% | 17.3% | -3.7%[57.1 µM] | 2.7% | 8.5%
COc1ccc(C2CC3(CC(C)(C)NC(=S)N3)Oc3cc(O)cc(C)c32)cc1OC (stereo not given) | -7.8% | ? | 0.4% | -9.3% | -0.7% | -1.3% | -1.7% | -16.5% | 14.5%
Cc1cc(C)n(-c2nc3c(c(=O)[nH]c(=O)n3C)n2Cc2ccccc2)n1 | 2.1% | 44.9%[activator] | 0.3% | -18.2% | 0.0% | 13.5%[57.1 µM] | -23.7%[57.1 µM] | -13.1% | -1.4%
CCc1ccc(NS(=O)(=O)c2ccc3[nH]cc(C(=O)NC4CCCC4)c(=O)c3c2)cc1 | -14.7% | 0.5% | 4.2% | -15.2% | -12.8% | -0.5% | -8.3% | -7.5% | -0.4%
COc1ccccc1-n1c(SCC(=O)Nc2ccc(Cl)cc2)nc(O)c(Cc2ccccc2)c1=O | -5.7% | ? | . | -2.8% | -5.5% | . | . | . | -6.9%
COc1ccc(-n2c(SCC(=O)O)nc3sc4c(c3c2=O)CCCC4)cc1 | 0.9% | -25.3% | 6.2% | -26.6% | -6.0% | -4.4% | -9.9%[57.1 µM] | -12.8% | -8.0%

3 compounds drawn at random from the list so far, as already listed:
SMILES | Vif-A3G inh | ALOX12 inh | RXFP1 ag | USP1-UAF1 inh | IDH1 R132H inh | TrxR1 inh | TrxR1 substrate | RGS4 inhibitor | Vif-APOBEC3F blk
COc1ccc(C2CC3(CC(C)(C)NC(=S)N3)Oc3cc(O)cc(C)c32)cc1OC (stereo not given) | -7.8% | ? | 0.4% | -9.3% | -0.7% | -1.3% | -1.7% | -16.5% | 14.5%
COc1ccccc1-n1c(SCC(=O)Nc2ccc(Cl)cc2)nc(O)c(Cc2ccccc2)c1=O | -5.7% | ? | . | -2.8% | -5.5% | . | . | . | -6.9%
NS(=O)(=O)c1ccc(CCNC(=O)C2COc3ccccc3O2)cc1 (stereo not given) | 0.1% | -1.8% | 0.2% | -12.1% | 0.0% | 14.9% | 3.1% | -9.7% | 2.3%

The list goes on.
SMILES | Vif-A3G inh | ALOX12 inh | RXFP1 ag | USP1-UAF1 inh | IDH1 R132H inh | TrxR1 inh | TrxR1 substrate | RGS4 inhibitor | Vif-APOBEC3F blk
CC1CCCC(C)N1C(=O)C1CC(c2ccc(F)cc2)=NO1 (stereo not given) | -2.1% | 1.6% | 0.3% | -7.6% | 0.6% | 15.9% | 5.6% | 24.9% | -4.5%
O=C(CN1CCCCCC1)NC(c1ccccc1)c1ccccc1 | 1.2% | ? | -0.1% | 1.2% | -9.7% | -25.4% | -15.4% | 13.7% | -3.5%
COc1ccc(OCC(=O)Nc2ccc3c(c2)CCC3)cc1 | 0.6% | 115.9%[activator] | -0.6% | -19.6% | 3.6% | 41.1% | 4.6% | 11.9% | 10.2%
CCCCN(CC)CCCNC(=O)CS(=O)(=O)Cc1nc(-c2ccc(C)cc2)oc1C | 4.8% | -14.4% | 1.4% | -10.5% | -12.8% | 7.0% | 6.3% | -6.3% | -6.6%
O=C(NCCCn1ccnc1)C1CC(c2ccccc2Cl)=NO1 (stereo not given) | 6.0% | 1.6% | -2.7% | -18.1% | 2.4% | 5.0% | 3.1% | 1.0% | -0.4%
O=C(OCc1nnc(-c2ccccc2)o1)c1ccc(-n2cnnn2)cc1 | -3.9% | -8.0% | 0.5% | 1.5% | -1.6% | -8.9%[57.1 µM] | -7.5%[57.1 µM] | 18.2% | 2.8%
CN(Cc1ccccc1)C(=O)CCC1CCN(C(=O)c2ccccc2C(F)(F)F)CC1 | 3.6% | 27.6% | -1.0% | -28.0% | 5.7% | 3.2% | 1.0% | -2.7% | 1.6%
COc1ccc(NC(=O)c2cc(C)cc(C)c2)cc1S(=O)(=O)N1CCCCC1 | 1.9% | 5.8% | 1.3% | -24.2% | -0.8% | 26.7% | -3.3% | 9.8% | -0.6%
COc1cccc(COC(=O)CCNC(=O)c2ccc(Br)cc2)c1OC | -6.0% | -5.5% | -0.7% | -2.4% | 1.0% | -4.4% | -6.8% | -15.5% | -1.2%
COc1ccc(NC(=O)c2ccco2)cc1NC(=O)COc1ccc(Cl)c(C)c1 | -1.0% | -22.1% | -4.1% | -18.6% | 0.0% | 14.7% | 4.0% | 0.0% | -7.7%
O=C1C(C2=NC(C(=O)O)C3C(=O)N(c4ccccc4)C(=O)C23)=C(O)c2ccccc21 (stereo not given) | 1.9% | 0.0% | 0.8% | -16.2% | -1.9% | -11.1% | -13.7% | -42.8% | 2.6%
O=C(CC(c1ccccc1)c1ccccc1)NCCO | 1.4% | 464.9%[activator] | -1.3% | -14.4% | -6.5% | -57.8% | 12.0%[57.1 µM] | -20.6% | -13.4%
COc1ccc(Nc2ccc(N3C(=O)CC(C)C3=O)cc2[N+](=O)[O-])cc1OC (stereo not given) | -0.5% | 9.3% | 4.2% | -8.9% | 8.3% | 4.9% | 0.2% | 9.8% | 15.3%
CC1CN(CCOc2ccccc2[N+](=O)[O-])CC(C)O1 (stereo not given) | 7.3% | -20.9% | -0.4% | -9.8% | 1.1% | -2.2% | 5.8% | -9.7% | -7.6%
Cc1ccc(-c2ccccc2)n1-c1cccc(C(=O)O)c1 | -5.4% | 2.9% | 4.5% | -13.5% | -9.9% | ? | 13.5% | ? | 8.2%
COC(=O)c1cnc(NCc2ccc(F)cc2)c2ccccc12 | 1.3% | -23.8% | 7.0% | -12.5% | 15.2% | -11.9%[57.1 µM] | 10.0%[57.1 µM] | 5.3% | -2.9%
Clc1ccccc1OCCCCN1CCNCC1 | 0.5% | ? | -0.2% | -22.0% | 11.7% | 4.7%[57.1 µM] | 8.0%[57.1 µM] | -26.5% | -0.3%
O=C(c1cnn(-c2cccc(F)c2)c1-n1cccc1)N1CCN(c2ccccc2F)CC1 | 4.3% | ? | -0.9% | -12.1% | 22.8% | -8.8%[57.1 µM] | -8.1%[57.1 µM] | -11.0% | -5.7%
